Screening data deposited in PubChem by The Scripps Research Institute Molecular Screening Center.
GBA activity up – GBA activity enhancers in patient fibroblasts, primary screen, cell-based. activation, % at 10 µM. Lysosomal acid glucosylceramidase (Homo sapiens), P04062. L444P Gaucher fibroblasts, 4-MU-glucoside fluorescence, 3 days. hit rate 0.44% among 30,000. AID 784, 2007; in the data active = activation above about 65%;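 also: 0% = vehicle wells and 100% = positive control wells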
Target sequence (P04062 whole entry L483P): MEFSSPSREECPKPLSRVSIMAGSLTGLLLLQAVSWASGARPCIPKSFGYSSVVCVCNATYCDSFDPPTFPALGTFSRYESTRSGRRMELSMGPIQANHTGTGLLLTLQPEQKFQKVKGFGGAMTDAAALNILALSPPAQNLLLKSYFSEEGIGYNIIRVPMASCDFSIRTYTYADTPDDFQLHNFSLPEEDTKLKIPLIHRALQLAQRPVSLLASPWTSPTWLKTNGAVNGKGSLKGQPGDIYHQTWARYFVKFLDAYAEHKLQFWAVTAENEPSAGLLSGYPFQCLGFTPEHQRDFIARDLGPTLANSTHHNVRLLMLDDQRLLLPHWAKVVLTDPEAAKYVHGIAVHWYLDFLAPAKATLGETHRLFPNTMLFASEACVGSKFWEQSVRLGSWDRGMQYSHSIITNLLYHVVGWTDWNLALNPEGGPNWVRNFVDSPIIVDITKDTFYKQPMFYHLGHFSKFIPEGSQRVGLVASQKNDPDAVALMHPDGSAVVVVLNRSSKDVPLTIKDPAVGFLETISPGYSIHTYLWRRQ
The depositor's hits bear a star. Only part of the results is shown; rates above refer to the full screens.

Start of the data: the first 3 records, to show the layout:
SMILES | GBA activity up
O=C(CSc1nnc(-c2ccc3c(c2)OCCO3)o1)N1CCCC1 | -3
COc1cc(-c2cc(OC)c3c(C)oc(C)c3c(=O)c2)ccc1O | -11
O=C(CCC1CCCCC1)N1CCN(Cc2ccc3c(c2)OCO3)CC1 | 20

This part in full, from the start:
SMILES | GBA activity up
O=C(CSc1nnc(-c2ccc3c(c2)OCCO3)o1)N1CCCC1 | -3
COc1cc(-c2cc(OC)c3c(C)oc(C)c3c(=O)c2)ccc1O | -11
O=C(CCC1CCCCC1)N1CCN(Cc2ccc3c(c2)OCO3)CC1 | 20
COCCNC(=O)c1ccc(NS(C)(=O)=O)cc1 | -15
CC(C)n1c(N2CCN(CC(=O)Nc3ccc4c(c3)OCCO4)CC2)nc2ccccc21 | -12
[O-][N+]1=c2ccc(Nc3ccccc3)cc2=NC12CCCCC2 | 43
c1ccc(-c2nnc(CSc3nnc(-c4cccs4)o3)o2)cc1 | 36
O=C(NCc1cccnc1)c1ccc(CS(=O)(=O)Cc2ccc(Cl)cc2)o1 | 1
Cc1cccnc1NC(=O)COc1ccc2oc3c(c2c1)CCCC3 | -15
Cc1ccc(Cn2ccc(NC(=O)c3nc4ncccn4n3)n2)cc1 | -9
Cc1cc(C)c(C2C(C#N)=C(N)Oc3n[nH]c(C)c32)cc1CN1CCCC1 (stereo not given) | 4
COc1cc(NC(=O)CN(C)S(=O)(=O)c2ccc(C)cc2)cc(OC)c1 | -13
COc1ccc2[nH]c(=O)c(CN(C(=O)c3ccccn3)C3CCCCC3)cc2c1 | 6
Cc1cc(C)c(NC(=O)CCCN2CCOCC2)c(C)c1 | 4
CCOc1ccc(CCNC(=O)C2CCCN(c3nn4c(=O)cc(C)nc4s3)C2)cc1 (stereo not given) | -14
O=C(Nc1ncnc2sc3c(c12)CCCCC3)c1ccco1 | -42
CC(C)C(=O)N(c1ccc(F)cc1)C1C=CS(=O)(=O)C1 (stereo not given) | -6
Cc1cc(C(=O)Nc2cccnc2)no1 | -69
CCS(=O)(=O)NCCCCc1ccccc1 | -31
CCN(CC(=O)NCc1ccccn1)S(=O)(=O)c1ccc(Cl)cc1 | -16
CC1(C)CC(=O)C2=C(C1)NC(=O)CC2c1cc2c(cc1Br)OCO2 (stereo not given) | -67
O=C(CSc1ccc2nnc(-c3cccnc3)n2n1)NCC1CCCO1 (stereo not given) | -7
O=C(Nc1ccc(F)cc1)N(Cc1nnc2n1CCCCC2)c1ccccc1 | 0
CC1CCCCC1NC(=O)CSc1nnc(N)s1 (stereo not given) | -12
Cc1ccc2c(c1)nnn2C1CCN(S(=O)(=O)c2ccc(C(=O)N(C)C3CCCCC3)cc2)CC1 | -44
CC(=O)Nc1ccc(C2Nc3ccccc3C(=O)N2C2CCCCC2)cc1 (stereo not given) | -4
COc1ccc(C2=NOC(C(=O)NCc3ccc(F)cc3)C2)cc1 (stereo not given) | -12
Cc1cccc(NC(=O)CN2C(=O)COc3ccc(Cl)cc32)c1 | -37
CCOC(=O)C1CCN(S(=O)(=O)c2c(C)n(C)c(=O)n(C)c2=O)CC1 | 10
CN(C)c1nc2ccccc2c(N)c1-c1ccccc1 | -60
Cc1cc(SCC(=O)N2CCCC2)nc2ccccc12 | 5
CCOC(=O)C(NC(=O)CC)(Nc1sc2c(c1C(=O)OC)CCN(C)C2)C(F)(F)F (stereo not given) | 0
CCOc1ccc(Br)cc1C1NC(=O)c2c(sc3c2CCN(C)C3)N1 (stereo not given) | -73
COCCN(CC(=O)NC1CCCCC1)C(=O)CSc1nc2ccccc2o1 | -7
CCOC(=O)c1[nH]c2ccccc2c1NC(=O)CC | -11
COc1ccc(-n2nnnc2Sc2ccc(S(=O)(=O)N3CCOCC3)cn2)cc1 | -1
CCc1noc(N)c1C(=O)Nc1ccc(F)c(Cl)c1 | -7
CCNc1nc(OCCNS(=O)(=O)c2cc(C)ccc2C)nc(N(C)C)n1 | -6
Cc1csc(NC(=O)C2CCC(C)(C(=O)O)C2(C)C)n1 (stereo not given) | -17
O=C(Nc1ccc2nn(-c3ccccc3)nc2c1)c1cccnc1 | 21
CC(=NCc1ccc2c(c1)OCO2)C1=C(O)c2ccccc2C1=O | -2
CCN(CC)CCCNC(=O)c1sc2nc(-c3ccc(F)cc3)cn2c1C | 20
CC(C)CC(c1nnnn1C1CCCC1)N1CCN(c2ccccc2F)CC1 (stereo not given) | -10
O=C(CSc1nncs1)NC(=O)NCc1ccccc1 | -4
CC1(C)Cc2ccccc2C2CC(O)C(=O)N21 (stereo not given) | -18
O=C(COC(=O)C1COc2ccccc2O1)NC1CCS(=O)(=O)C1 (stereo not given) | -3
O=C(CS(=O)(=O)Cc1ccccc1)Nc1cccnc1 | -13
CCOc1ccccc1Nc1ncnc2ccccc12 | -35
COc1cnn(-c2ccccc2)c(=O)c1N(C)C | -29
O=C(CCc1ccccc1)NCCCN1CCOCC1 | -5
c1ccc(CN2CCN(c3nc(-c4ccccc4)nc(-n4ccnc4)n3)CC2)cc1 | -3
Cn1c(Cc2cccs2)nnc1SCc1nc2ccccc2[nH]1 | -3
COC(=O)c1c(C(=O)OC)c(C)n(Cc2cccnc2)c1C | -6
Cc1ccc(C(=O)Nc2ccc(S(=O)(=O)N3CCN(C)CC3)cc2)o1 | -10
Cc1nn(Cc2ccccc2)c2c1C(c1ccncc1)C(C#N)=C(N)O2 (stereo not given) | 0
COc1ccccc1CCNC(=O)c1ccoc1C | -3

Reformatted with each value named: part of the list above.
> O=C(CCc1ccccc1)NCCCN1CCOCC1
  GBA activity up: -5

> c1ccc(CN2CCN(c3nc(-c4ccccc4)nc(-n4ccnc4)n3)CC2)cc1
  GBA activity up: -3

> Cn1c(Cc2cccs2)nnc1SCc1nc2ccccc2[nH]1
  GBA activity up: -3

> COC(=O)c1c(C(=O)OC)c(C)n(Cc2cccnc2)c1C
  GBA activity up: -6

The list continues:
SMILES | GBA activity up
Cc1cccc(C)c1NC(=O)N1CC=C(n2c(=O)[nH]c3ccccc32)CC1 | -13
O=C1CC(CCC(=O)NC2CC2)c2ccccc2N1 (stereo not given) | 5
CC(=O)N1CCN(c2ccc(N=Cc3c(O)n(Cc4ccccc4)c(=O)[nH]c3=O)cc2)CC1 | -8
CCc1ccccc1NC(=O)c1ccc(F)c(S(=O)(=O)N2CCC(C(N)=O)CC2)c1 | 1
CCOC(=O)C1=C(C)NC(C)=C(C(=O)OC)C1c1cccc(Cl)c1Cl (stereo not given) | -10
O=C1Cc2ccccc2N1c1ccccc1 | -17
Cc1noc(N)c1C(=O)Nc1ccc(F)cc1 | 4
COc1ccc(CNC(=O)c2cc(-c3ccccc3O)n[nH]2)cc1 | 0

Single entries from above.
For GBA activity up, Cc1cccc(C)c1NC(=O)N1CC=C(n2c(=O)[nH]c3ccccc32)CC1 shows -13
For GBA activity up, O=C1Cc2ccccc2N1c1ccccc1 shows -17

(further entries)
SMILES | GBA activity up
CN(C)CCCNCCCNC(=O)c1ccco1 | 14
CCN(CC)CCN(Cc1cc2cc(C)ccc2[nH]c1=O)C(=O)Nc1ccccc1OC | -33
COC(=O)C1CCN(C(=O)COC(=O)c2n[nH]c3ccccc23)CC1 | 3
O=C(CN1C(=O)c2ccccc2C1=O)N1CCN(c2ccccn2)CC1 | -4
CNS(=O)(=O)c1cc(OCC(N)=O)c(C)cc1Cl | -2
O=C(COC(=O)CCC(=O)c1ccc2c(c1)OCCO2)NCc1ccc2c(c1)OCO2 | -21
CC(C)Cn1c(N)c(C(=O)NCc2cccs2)c2nc3ccccc3nc21 | 74*
Cc1cc(NS(=O)(=O)c2ccc(OCCNS(C)(=O)=O)cc2)no1 | -13
O=C(NC1CCCCCC1)c1cc(S(=O)(=O)N2CCOCC2)ccc1N1CCCCC1 | -14
CC(C)(C)c1cc(NC(=O)COC(=O)c2ccc3c(=O)n4c(nc3c2)CCC4)n(-c2ccccc2)n1 | -11
O=C(CN(C(=O)c1cc2c(s1)CCC2)C1CCCC1)NCc1cccs1 | -8
O=C(O)CCNS(=O)(=O)c1ccc2c(c1)Cc1ccccc1-2 | -2
COc1cccc(-n2c(C)nnc2SCC(=O)Nc2ccccc2N2CCOCC2)c1 | 12
Cc1ccc(NC(=O)NCCc2ccc(S(N)(=O)=O)cc2)cc1 | -8
O=C(COC(=O)C1c2ccccc2Oc2ccccc21)NC1CCS(=O)(=O)C1 (stereo not given) | -23
Cc1ccc(NC(=O)c2c(O)c3ccccc3n(C)c2=O)nc1 | -7

Nothing new here: 5 of the compounds above.
SMILES | GBA activity up
O=C(NC1CCCCCC1)c1cc(S(=O)(=O)N2CCOCC2)ccc1N1CCCCC1 | -14
CC(C)(C)c1cc(NC(=O)COC(=O)c2ccc3c(=O)n4c(nc3c2)CCC4)n(-c2ccccc2)n1 | -11
O=C(CN(C(=O)c1cc2c(s1)CCC2)C1CCCC1)NCc1cccs1 | -8
O=C(O)CCNS(=O)(=O)c1ccc2c(c1)Cc1ccccc1-2 | -2
COc1cccc(-n2c(C)nnc2SCC(=O)Nc2ccccc2N2CCOCC2)c1 | 12

(cont.)
SMILES | GBA activity up
COc1ccc(N2CCN(S(=O)(=O)c3cccs3)CC2)cc1 | -15
Fc1ccc(Cn2nnnc2CN2CCN(C3CCCC3)CC2)cc1 | -6
Cc1ccc(S(=O)(=O)NCCCCCC(=O)NC(C)(C)CO)cc1 | -19
O=C1CC(c2ccc(F)c(Br)c2)C2=C(CCCC2=O)N1 (stereo not given) | -30
CCCn1c(SCC(=O)Nc2nc3c(s2)CCCC3)nc2c1c(=O)n(C)c(=O)n2C | 3
O=C(CNC(=O)c1cc2ccccc2o1)NCc1cccs1 | -4
Cc1ccc(C(=O)NC2CC(C)(C)NC(C)(C)C2)c(C)c1 | -53
Cc1cc(NC(=O)CN2CCN(c3ncccn3)CC2)no1 | -66
O=C(Nc1ccc(F)cc1F)c1cccnc1 | -53
Cc1ccc(C(O)c2nc3ccccc3n2C(C)C)cc1 (stereo not given) | -11
O=C(NCc1cccnc1)c1noc2c1CCCCC2 | -9
Cc1cc(=O)c2c(C)nn(-c3ccccc3)c2[nH]1 | 15
CS(=O)(=O)N(CCc1ccccc1)CC(=O)N1CCN(Cc2ccc3c(c2)OCO3)CC1 | 27
C=CCn1c(N)cc(=O)nc1SCC(=O)Nc1ccccc1 | -17
O=C(NC1CCN(C(=O)N2c3ccccc3Sc3ccccc32)CC1)c1ccco1 | -4
COc1ccc(CNc2cc(C)nc3ncnn23)c(OC)c1 | 13
O=C(CSc1n[nH]c(-c2ccncc2)n1)Nc1ccccn1 | -23
CCn1nc(NC(=O)c2ccncc2)c2cc3cccc(C)c3nc21 | -17
Cc1cc(-c2ccco2)n(CC(=O)O)n1 | -1
CCOC(=O)N1CCN(c2nc(N(c3ccccc3)c3ccccc3)nc(-n3ccnc3)n2)CC1 | 18
O=C1NC(c2ccncc2)Nc2sc3c(c21)CCCC3 (stereo not given) | -18
O=C(c1ccc(Cl)cc1)c1ccccc1C(=O)N1CCOCC1 | 14
COc1ccccc1CNC(=O)C(NC(=O)C1CCCCC1)C(C)C (stereo not given) | -9
c1ccc2c(c1)Cn1nnnc1-2 | -13
O=C(c1csc2ccccc12)N1CCCCCC1 | -9
CCS(=O)(=O)c1nc2ccccc2n1CC(=O)N1CCOCC1 | -28
Cc1cccc(-c2nc(CN3CCCC(C(=O)NC4CCC(C)CC4)C3)c(C)o2)c1 (stereo not given) | -64
CC1=C(C(=O)Nc2ccc(Cl)cc2)C(c2ccco2)NC(=O)N1 (stereo not given) | 26
COc1ccccc1NC(=O)c1ccc(NS(C)(=O)=O)cc1 | 12
CCOc1ccc2[nH]cc(C(=O)N3CCN(CC)CC3)c(=O)c2c1 | -31
Cc1nc2ccccn2c1/C(O)=C1\C(=O)C(=O)N(CCN(C)C)C1c1cccnc1 (stereo not given) | -8
CCC(C)n1c(-c2cccs2)nc2nc3ccccc3nc21 (stereo not given) | -15
O=C(Cc1ccc(F)cc1)N(c1ccccc1)C1C=CS(=O)(=O)C1 (stereo not given) | -18
COc1cc(C(=O)NCCc2ccc3c(c2)OCCO3)ccc1OCC(=O)N1CCOCC1 | 3
Cn1cc(S(=O)(=O)Cc2ccc(F)cc2)c2ccccc21 | -13
CCS(=O)(=O)C(=C1NCCO1)S(=O)(=O)CC | 30
CC(CCc1ccccc1)NCc1ccncc1 (stereo not given) | -23
CCOc1ccc(-c2cn(CCC#N)cn2)cc1 | -31
CCCN(CCC)Cc1c(C(=O)OCC)nnn1-c1nonc1N | -33
O=C(Nc1ccc2ccccc2c1)c1cnccn1 | 13
NC(=O)c1nc(N2CCOCC2)nc(N2CCOCC2)n1 | -12
COc1ccc2cc3cc(C(=O)NCCCN4CCOCC4)oc3nc2c1 | 11
COc1ccccc1-n1cnc(N)c1C(=O)c1ccccc1 | -62
CCOC(=O)c1cc(C#N)c(NCc2ccccc2)nc1C | -4
O=C(c1ccco1)N(CCCN1CCOCC1)c1nc(-c2ccc(F)cc2)cs1 | -26
CCOc1ccc(Nc2nc(Cc3nnc(SCC(=O)O)o3)cs2)cc1 | 9
CC(C)(C)c1ccc(C(=O)N2CCC(C(=O)NCC3CCCO3)CC2)cc1 (stereo not given) | -44
Nc1nc(-c2ccccc2)cc(N2CCCCC2)n1 | -5
Cc1ccc(-n2c3c(cc(C(=O)O)c2=O)C(=O)CC(C)(C)C3)cc1 | 1
Cn1nnnc1SCC(=O)N(C1CCCCC1)C1CCCCC1 | -30
Cc1ccc(S(=O)(=O)c2cc3c(=O)n4ccccc4nc3n(CC3CCCO3)c2=N)cc1 (stereo not given) | -4
N#CCSc1nnc2c(Cl)cc(Cl)cn12 | 3
CCOC(=O)CC(=O)CSc1ccc2nnc(-c3ccccc3)n2n1 | 11
COc1ccc(-c2csc(Cc3nnc4n3CCCCC4)n2)cc1OC | 5
CC(C)(C)OC(=O)N1CCC[C@H]1c1nnc(SCc2ccccc2Cl)o1 | -2
CCOc1ccccc1-n1c(SCC(=O)NC(C)(C)C)nnc1-c1ccoc1C | -32
Cc1ccc(CNC(=O)CCS(=O)(=O)c2cc(Br)cc3c2N(C(=O)C2CC2)CC3)o1 | -3
